cardiac RTF act: increases calcium sensitivity of human cardiac regulated thin filaments. IANBD-labeled TnC RTF fluorescence at EC20 calcium; 0% EC20 calcium, 100% full calcium. activation, % at 7.2 µM. 0.24% of 340,000 active. AID 493008;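 active means activation above the mean over all tested compounds plus 3 SD, cut at about 30% in these data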;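 further: rise in fluorescence read as greater calcium sensitivity of cardiac thin filaments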
Wnt act: Wnt/beta-catenin pathway activation; Wnt/beta-catenin reporter cell assay, activator, plate reader; activation, % at 9.35 µM; 1.2% of 300,000 active; in the data active means activation above about 30%, passing the limit was not always enough; inconclusive means no clear call, values can overlap the other calls;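 further: 0% = neutral control wells and 100% = positive control wells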
CDK5 inh: inhibitors of human CDK5/p35 kinase | Recombinant CDK5/p35, ADP-Glo luminescence, 60 min | 0.01% of 330,000 active | inhibition, % at 10 µM | AID 488839;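 active means highest replicate inhibition of at least 50% and at least 75% of replicates reaching 50%; inconclusive means only one of the two criteria met; inactive means both criteria failed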;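 further: plate controls were DMSO neutral control for no effect and GW8510 at 10 µM for full effect; many of its hits are not listed in these tables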
Target sequence (Q00535 whole entry, looked up): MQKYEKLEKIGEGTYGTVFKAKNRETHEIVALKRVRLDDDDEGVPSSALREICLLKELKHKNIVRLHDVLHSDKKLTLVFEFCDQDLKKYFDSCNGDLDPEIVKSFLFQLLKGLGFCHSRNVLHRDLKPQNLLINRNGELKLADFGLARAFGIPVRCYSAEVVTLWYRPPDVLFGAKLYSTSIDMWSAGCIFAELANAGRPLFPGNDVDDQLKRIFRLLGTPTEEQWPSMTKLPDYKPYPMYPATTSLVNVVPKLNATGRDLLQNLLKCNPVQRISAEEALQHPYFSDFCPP
Target sequence (Q15078 whole entry, looked up): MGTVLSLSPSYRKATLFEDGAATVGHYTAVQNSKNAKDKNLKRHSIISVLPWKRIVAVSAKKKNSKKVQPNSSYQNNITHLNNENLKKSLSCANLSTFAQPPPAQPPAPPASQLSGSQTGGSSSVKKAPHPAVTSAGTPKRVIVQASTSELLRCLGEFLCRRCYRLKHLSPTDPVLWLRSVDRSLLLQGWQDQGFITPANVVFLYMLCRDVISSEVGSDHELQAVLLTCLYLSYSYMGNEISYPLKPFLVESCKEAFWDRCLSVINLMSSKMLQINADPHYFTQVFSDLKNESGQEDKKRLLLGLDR
CAL PDZ FP-1: human CAL PDZ-peptide interaction inhibition. Q9HD26. purified CAL PDZ, TMR-peptide fluorescence polarization, 1 h. inhibition, % at 20 µM. 0.02% of 330,000 active. AID 504414;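 active means highest replicate inhibition of at least 40%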;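 further: plate controls were DMSO neutral control wells for no effect and unlabeled competitor peptide control wells for full effect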
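System: purified tagged CAL PDZ domain construct (CerCALP). Schedule: 1 h incubation at room temperature before polarization reading. Medium: 25 mM sodium phosphate pH 7.4, 150 mM NaCl, TCEP, IgG, Thesit. Read-out: percent inhibition from loss of millipolarization. Measured by: FP readout, S and P plane fluorescence. Probe or stimulus: fluorescent TMR peptide probe.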
Tat transport: blocks Tat-dependent protein export in E. coli. 0.036% of 340,000 active. inhibition, % at 10 µM. AID 488895. E. coli MC4100 TorA-mCherry Tat export, fluorescence;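 active means mean replicate inhibition at least 50% and at least half of replicates individually reaching 50%; inconclusive means only one of the two criteria met; inactive means neither criterion met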;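 further: exported cargo escapes ClpAP degradation while cytoplasmic cargo is degraded and loses fluorescence; 0% = median of neutral control wells and 100% = median of NaSCN control wells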
V-ATPase pH: yeast V-ATPase proton transport regulation by pHLuorin. response, % at 10 µM. S. cerevisiae, pHLuorin cytosolic pH fluorescence. 0.37% of 350,000 active; in the data active means response mostly above about 7.3%, no sharp cut-off; inactive means mostly below about 5.4%; further: actives read high; inactives centre near 0; some compounds called inactive have numbers as strong as hits; reference of the scale not given here
Rtt109 Vps75: C. albicans Rtt109 histone acetyltransferase inhibition | purified Rtt109/Vps75, ThioGlo CoA-SH fluorescence, 4 h | inhibition, % at 34.9 µM | 0.16% of 330,000 active;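 active means inhibition of at least 50% in every replicate; inconclusive means best replicate reaches 50% inhibition but some replicates fall short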
CAL PDZ FP-2: blocks peptide binding to the human CAL PDZ domain. Q9HD26. purified CAL PDZ, TMR-peptide fluorescence polarization, 1 h. inhibition, % at 24.9 µM. 0.92% of 300,000 active. AID 602252;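 active means mean inhibition of at least 30% with at least half of replicates also reaching 30%; inconclusive means no clear call, values can overlap the other calls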;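 further: 0% = DMSO neutral control and 100% = excess unlabeled competitor peptide PRC23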
dFosB act: activators of mouse delta FosB homodimer | P13346 | purified delta FosB, TAMRA-CDK5 oligo fluorescence polarization; percent of positive-control signal above neutral wells | activation, % at 25 µM | 0.99% of 340,000 active | AID 493131;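 active means mean activation above about 17%, with every replicate also reaching it, limit read from the data, passing the limit was not always enough; inconclusive means only one of the two conditions met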;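 further: fluorescence polarization rise as delta FosB binds a TAMRA Cdk5 AP-1 oligo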
Target sequence (P13346 whole entry, looked up): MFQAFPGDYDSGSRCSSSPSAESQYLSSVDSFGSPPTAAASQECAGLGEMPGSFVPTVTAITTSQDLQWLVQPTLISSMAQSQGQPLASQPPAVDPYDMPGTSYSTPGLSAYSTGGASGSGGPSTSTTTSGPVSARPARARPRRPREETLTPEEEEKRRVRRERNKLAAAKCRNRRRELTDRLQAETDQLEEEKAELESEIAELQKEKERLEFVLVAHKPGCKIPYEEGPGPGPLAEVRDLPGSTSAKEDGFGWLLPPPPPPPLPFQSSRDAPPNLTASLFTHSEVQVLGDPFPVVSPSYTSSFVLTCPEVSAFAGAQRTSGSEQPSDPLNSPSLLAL
MITF TRPM1 HTS: MITF TRPM1 promoter activation in melanoma cells. 0.75% of 300,000 active. SK-MEL-5 TRPM1-promoter luciferase, 24 h; % of positive control, neutral wells = 0. activation, % at 12.5 µM;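 active means mean activation of at least 80% with every replicate also reaching 80%; inconclusive means mean reaches 80% but some replicate falls short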;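 further: 0% = neutral control wells and 100% = parthenolide positive control wells; values of inactives mirror those of a sister screen read the other way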
Starred values were filed as active, the others as inactive; ? = inconclusive; · = not tested or not shown.

no. | Compound | cardiac RTF act | Wnt act | CDK5 inh | CAL PDZ FP-1 | Tat transport
1 | CC1CCCN(C(=O)c2cc(-c3ccco3)nc3ccccc23)C1 (stereo unspecified) | 0 | 3 | 1.7 | -1.7 | 3
2 | COc1cccc(/C=N/Nc2nc(Nc3ccc([N+](=O)[O-])cc3)nc(N3CCCC3)n2)c1O | · | -4 | -0.8 | -2.1 | 19
3 | O=C(/C=C\NCC(=O)c1ccccc1)c1ccc2ccccc2c1 | 2 | 19 | -0.7 | -1.1 | -5
4 | CC(OC(=O)c1nsc(Cl)c1Cl)C(=O)NCc1ccc2c(c1)OCO2 (stereo unspecified) | 0 | -1 | 1.1 | -1.6 | -3
5 | CCOc1cc(CN2CCCC(N3CCc4ccccc4C3)C2)ccc1O (stereo unspecified) | 3 | 0 | -0.4 | 0.2 | -11
6 | Nc1ccc2nc(-c3ccc(N)c(Cl)c3)[nH]c2c1 | 2 | · | -2.0 | -0.4 | -2
7 | O=C1Cc2cc(S(=O)(=O)Nc3ccccc3Cl)cc3c2N1CCC3 | -6 | -2 | 0.4 | -2.9 | -7
8 | CCSc1nnc(NC(=O)Cn2cnc3c2c(=O)n(C)c(=O)n3C)s1 | 4 | 1 | -0.5 | -0.8 | -6
9 | C=C(C)C(=O)Nc1cccc(C2=NOC3(C2)C[C@@H](C(N)=O)N(C(=O)/C=C/C=C/C)C3)c1 (stereo partly specified) | -1 | 0 | -0.6 | 0.3 | 19
10 | Cc1nc(CNS(=O)(=O)c2ccc(F)cc2)cs1 | 3 | -1 | -0.8 | 0.3 | -7
11 | Clc1ccc(C2=CC(c3ccco3)n3ncnc3N2)cc1 (stereo unspecified) | 217* | -3 | -1.9 | 1.7 | 29
12 | COCC(C)N1CCC(n2nccc2NC(=O)CCOc2ccccc2)CC1 (stereo unspecified) | -7 | -2 | 1.8 | -1.5 | -2

no. | V-ATPase pH | Rtt109 Vps75 | CAL PDZ FP-2 | dFosB act | MITF TRPM1 HTS
1 | 1 | -4 | 8 | -9 | 6
2 | 1 | -7 | -2 | 67* | -12
3 | 0 | -32 | -3 | -7 | 21
4 | -1 | · | -2 | 3 | -9
5 | -4 | -3 | · | -3 | 2
6 | -10 | 3 | -4 | 6 | 31
7 | 3 | 0 | -4 | -6 | 4
8 | 0 | -13 | 3 | -6 | -22
9 | 4 | 3 | -1 | -11 | 0
10 | -2 | -11 | -1 | -2 | -3
11 | -1 | -77 | 0 | 4 | -12
12 | -5 | -12 | 3 | 6 | 5

Next part
no. | Compound | cardiac RTF act | Wnt act | CDK5 inh | CAL PDZ FP-1 | Tat transport
13 | O=C(NCc1ccccn1)c1ccc(Cn2c(=S)[nH]c3ccc(Br)cc3c2=O)cc1 | 5 | -3 | -1.6 | -1.1 | -3
14 | COC(=O)c1ccc(COC(=O)c2ccc(CO)cc2)o1 | -3 | 0 | 0.5 | -2.0 | -3
15 | O=C(CC1SC(=Nc2ccc(OC(F)F)cc2)N(CCN2CCOCC2)C1=O)Nc1ccccc1 (stereo unspecified) | 2 | -3 | 0.4 | -0.4 | 0
16 | CC(=O)OC1CCC2(C)C(CCC3C2CC(=O)C2(C)C3CC(C(C(C)=O)C(C)=O)C2C(C)=O)C1 (stereo unspecified) | -1 | -3 | -0.8 | -1.2 | 8
17 | COCc1cc(=O)[nH]c2c1c(-c1ccccc1)nn2C | 1 | -2 | -3.0 | -0.3 | -4
18 | CN(C)S(=O)(=O)c1ccc(-c2csc(N/N=C/c3ccco3)n2)cc1 | -1 | -2 | 0.4 | 0.1 | 8
19 | Cc1coc(C)c1C(=O)CC1(O)C(=O)Nc2cc(Cl)cc(Cl)c21 (stereo unspecified) | 11 | · | 1.3 | -1.4 | 2
20 | COC(=O)Cn1cc(C(=O)C(C)(C)C)c2ccccc21 | 6 | -1 | -0.1 | 0.6 | 1
21 | COc1ccccc1CNC(=O)CN(C)Cc1ccc(SC)cc1 | -4 | -2 | 1.1 | -1.6 | 6
22 | Cc1c(NC(=O)CN2CCN(C(=O)c3ccco3)CC2)c(=O)n(-c2ccccc2)n1C | 3 | -5 | 0.9 | -1.6 | 2
23 | COc1ccc(-n2c(C)cc(-c3cn4cccc(C)c4n3)c2C)cc1 | 7 | -3 | 0.9 | -2.7 | 6
24 | COc1cc(C(=O)OC(C)c2ccc(F)cc2)ccc1OCC(=O)N1CCOCC1 (stereo unspecified) | 1 | -5 | -0.3 | 0.6 | 3

no. | V-ATPase pH | Rtt109 Vps75 | CAL PDZ FP-2 | dFosB act | MITF TRPM1 HTS
13 | -2 | -23 | 2 | ? | 22
14 | 1 | · | 0 | -3 | -2
15 | 3 | 0 | 8 | -11 | -4
16 | 0 | 1 | -2 | -13 | 13
17 | -1 | -3 | · | 7 | ·
18 | 0 | -7 | -2 | -6 | -72
19 | -1 | 7 | -2 | -17 | -15
20 | 2 | 3 | · | 2 | 0
21 | 4 | -3 | 7 | 4 | 4
22 | 2 | 5 | -2 | -7 | -6
23 | -2 | -6 | -1 | -11 | -11
24 | 5 | -19 | -4 | -6 | 6

(cont.)
no. | Compound | cardiac RTF act | Wnt act | CDK5 inh | CAL PDZ FP-1 | Tat transport
25 | Clc1nnc(N2CCCCC2)c2ccccc12 | -2 | -2 | -1.8 | -1.9 | -7
26 | O=C(Cc1cccc(NC(=O)C2CCCN(C(=O)C3CC3)C2)c1)Nc1cccc(C(=O)N2CCCC2)c1 (stereo unspecified) | -2 | 4 | 1.3 | 0.4 | 0
27 | Cc1cccn2c(=O)c3cc(C(=O)NCc4ccco4)c(=N)n(C(C)C)c3nc12 | 1 | -8 | -2.1 | -1.9 | 3
28 | CC(=O)c1cccc(Oc2ncccn2)c1 | 0 | -1 | 1.8 | -1.7 | 2
29 | CCc1nc(SCC(=O)Nc2ccc([N+](=O)[O-])cc2)n[nH]1 | 1 | -1 | -1.6 | -2.1 | 7
30 | Cc1oc(C(C)(C)C)cc1C(=O)Nc1cccc(C(=O)O)c1 | -6 | · | -1.6 | 0.7 | 4
31 | CCN1C(=O)c2ccccc2S(=O)c2ccc(C(=O)NCCCN3CCCC3=O)cc21 (stereo unspecified) | -1 | -3 | 1.3 | 1.5 | 0
32 | CCC(C)(C)NC(=O)C(c1ccc(OC)cc1)N(C(=O)CCC(=O)Nc1cc(C)on1)c1ccc(OC)c(OC)c1 (stereo unspecified) | -4 | -2 | -0.9 | -0.8 | -1
33 | COc1ccccc1NC(=O)c1ccc(NC(=O)CN2CCN(C(=O)c3ccco3)CC2)cc1 | 4 | -1 | -1.4 | -0.8 | 0
34 | O=c1oc2ccccc2cc1-c1nc2c(s1)CCCC2 | 2 | -7 | 2.3 | -2.2 | 5
35 | COc1ccc(C(CNC(=O)COc2ccccc2C)N2CCCC2)cc1 (stereo unspecified) | -6 | -1 | -0.6 | -1.6 | 1
36 | CCCCc1c(O)nc(SCC(=O)N2CCCCCC2)[nH]c1=O | -5 | 1 | -1.4 | -3.2 | -1

no. | V-ATPase pH | Rtt109 Vps75 | CAL PDZ FP-2 | dFosB act | MITF TRPM1 HTS
25 | -4 | -3 | -3 | -8 | -5
26 | -1 | -3 | -3 | 11 | -11
27 | 0 | 8 | -1 | -2 | 1
28 | -2 | -3 | 1 | -2 | ·
29 | -1 | -3 | 0 | -9 | 2
30 | -5 | -7 | · | -1 | 56
31 | 1 | 2 | -4 | 4 | 1
32 | -3 | 21 | -7 | -13 | -1
33 | -1 | 28 | -4 | -5 | 8
34 | -2 | -114 | · | -25 | -18
35 | 0 | 2 | -4 | -8 | 8
36 | -74 | 0 | 3 | 1 | 0

Further structures.
no. | Compound | cardiac RTF act | Wnt act | CDK5 inh | CAL PDZ FP-1 | Tat transport
37 | FC(F)Oc1ccc(/C=N/c2c(-c3ccc(OC(F)F)cc3)nc3n2CCS3)cc1 | -8 | · | 1.2 | -1.0 | 1
38 | Cc1ccc(Nc2nc(Oc3ccc(=O)[nH]n3)nc(N(C)C)n2)cc1 | 2 | 2 | -2.0 | -2.0 | -6
39 | COC(=O)[C@]1(Cc2ccccc2)N[C@H](c2ccc(-c3ccc(Cl)c(Cl)c3)cc2)[C@@H]2C(=O)N(C)C(=O)[C@@H]21 | -3 | -9 | 0.5 | 0.8 | 13
40 | CC(C)CCOC(=O)C[N+](C)(C)CCOC1CC2CCC1(C)C2(C)C (stereo unspecified) | -7 | -1 | -0.6 | -0.7 | -5
41 | Cc1ccc(NC(=O)CSCC(=O)NC2=NCCS2)cc1 | 3 | 4 | 0.2 | -0.2 | 3
42 | CCCCc1cc(=O)oc2cc(OCC(=O)NCC3CCC(C(=O)O)CC3)ccc12 (stereo unspecified) | 9 | -1 | -1.3 | 0.1 | 0
43 | CS(=O)(=O)Nc1cccc(C(=O)CC2(O)C(=O)Nc3ccc(Br)cc32)c1 (stereo unspecified) | -6 | -5 | 2.6 | 0.4 | 0
44 | CC(C)(C)OC(=O)N[C@@H](C(=O)OC(C)(C)C)c1ccc2ccccc2c1 | 3 | -1 | 0.2 | -1.1 | 3
45 | O=C(NCCc1ccccc1C(F)(F)F)C1CCC(=O)N(C2CC2)C1 (stereo unspecified) | -7 | -1 | -1.1 | -2.4 | 0
46 | CC1CCCC(C)N1C(=O)c1ccc(S(=O)(=O)N2CCCC2)cc1 (stereo unspecified) | 0 | 1 | 0.6 | -0.4 | 4
47 | COC(=O)c1ccc(NC(=O)c2cc3c(CO)cnc(C)c3oc2=Nc2cccc(C(N)=O)c2)cc1 | -1 | -2 | 0.8 | 0.5 | -3
48 | CCOC(=O)c1ccc(N2C(=O)CC(Nc3ccc(O)cc3)C2=O)cc1 (stereo unspecified) | 1 | 2 | 2.9 | 0.5 | 2
49 | O=c1cnc2cc([N+](=O)[O-])ccc2[nH]1 | -5 | -2 | -0.1 | -1.2 | -6
50 | CCc1cccc(NC(=S)N(CCN(C)C)C(C)c2ccncc2)c1 (stereo unspecified) | 1 | -3 | -1.5 | -1.8 | 0

no. | V-ATPase pH | Rtt109 Vps75 | CAL PDZ FP-2 | dFosB act | MITF TRPM1 HTS
37 | -1 | -8 | -2 | -7 | 28
38 | -2 | -17 | -6 | -9 | -5
39 | 1 | 2 | -1 | -18 | -21
40 | 4 | -2 | 5 | -1 | -5
41 | 1 | -5 | 2 | -8 | 3
42 | 3 | -4 | 2 | 3 | 7
43 | 0 | -2 | -2 | -3 | -3
44 | 0 | -7 | -2 | 3 | -2
45 | -3 | -16 | -2 | -8 | -2
46 | -2 | -11 | 0 | -1 | 12
47 | 1 | -3 | -2 | -5 | 2
48 | 0 | 6 | 21 | -2 | 15
49 | -3 | 2 | 4 | -1 | 0
50 | -5 | -15 | -3 | -12 | -21

Source: PubChem BioAssay
